# Bioassay records from PubChem BioAssay.
# a7 integrin act – qHTS for Activators of Integrin-Mediated Alleviation for Muscular Dystrophy; 350,000 compounds, 0.064% hits; alpha7betagal myoblasts, beta-gal FDG fluorescence, 48 h; Potency, µM (doses to about 38.3 µM), without a hit: at the highest dose activation, actives largely listed as activators;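 further: potency means the concentration at half of the fitted maximal effect; 100% = response of the positive control SU9516; nearly all actives have a fitted effect of over 60% in size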
#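 Alpha7betagal+/- myoblasts (passage 13) were plated 16-24 hr, then exposed to compounds (1:260 dilution of DMSO stock) for 48 hours at 37C. After MPER lysis, β-galactosidase reporter activity was read as FDG fluorescence (ex 480/em 540) after 30 minutes.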
# Mito fusion act – qHTS Assay for Small Molecule Inhibitors of Mitochondrial Division or Activators of Mitochondrial Fusion | S. cerevisiae fusion-defective mutant growth rescue, CellTiterGlo 48 h | Potency, µM (series often up to 46.1 µM), without a hit: at the top dose growth rescue (activation), hits mostly activators | 320,000 compounds, 0.23% hits;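 further: potency means the concentration at half of the fitted maximal effect; % of control where 0% means no effect; nearly all actives have a fitted effect of over 45% in size; temperature-sensitive fusion mutants such as fzo1-1 at 37 °C on non-fermentable ethanol glycerol medium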
#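 S. cerevisiae fusion-defective temperature-sensitive mutants (e.g. fzo1-1, mgm1-5) grown 48 h at 37C in YPEG (ethanol/glycerol non-fermentable) medium with 23 nl compound per well; growth rescue read as CellTiterGlo luminescence.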
# TCR activator – Activators of T cell receptors: qHTS campaign. primary human leukocytes, anti-CD3, IL-2 HTRF, 48 h. Potency, µM (series often up to 9.22 µM), without a hit: at the highest dose activation of IL-2 secretion, usual class: activators. 330,000 tested, under 10 active. AID 504894, 2011; further: % of control where 0% means no effect
#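 Primary human leukocytes incubated 48 hr with anti-CD3 beads plus compound, without co-stimulation. Secreted IL-2 measured by HTRF (europium cryptate/d2 anti-IL-2 pair, 320 nm excitation, 665 nm emission).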
# ASM inhibitor – Inhibitors of Secretory Acid Sphingomyelinase (S-ASM): qHTS; Sphingomyelin phosphodiesterase (Homo sapiens), P17405; placental ASM, HMU-PC fluorogenic substrate, 60 min; Potency, µM (titrated, usually from 57.5 µM), without a hit: top-dose activity change, negative = inhibition, usual class: inhibitors; 340,000 compounds, 0.006% hits; further: potency means the concentration at half of the fitted maximal effect
#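 Human placenta-derived ASM enzyme was preincubated with compound for 10 minutes at room temperature, then given fluorogenic substrate HMU-PC0 (9 uM final) for 60 minutes at 37 °C; a pH 10 stop preceded fluorescence reading at Ex 386/Em 447 nm.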
# MBNL1 CUG block – qHTS Assay for Inhibitors of MBNL1-poly(CUG) RNA binding; Muscleblind-like protein 1 (Homo sapiens), Q9NR56; 280,000 compounds, 0.036% hits; Potency, µM (doses to about 57.5 µM), for inactives: at the highest dose activity change, negative = inhibition, most hits filed as inhibitors; TR-FRET MBNL1-His/biotin-(CUG)12 binding, 665/545 ratio; active means well fitted inhibition curve with a large enough effect in the signal ratio, with a control signal flat, not every such curve was filed as active; inconclusive means small, poorly fitted or top-dose-only effect, or effect the other way, or a change in a side signal; inactive means no such curve, though single readings can be large or run the other way; the % refers to the signal ratio; further: potency means the concentration at half of the fitted maximal effect; on the % scale 0 is the no-effect control and ±100 the full control effect
#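 His-tagged MBNL1 binding to biotinylated (CUG)12 RNA was measured by TR-FRET using terbium anti-His antibody (0.055 ng/ul final) and streptavidin-XL665 (5 nM final). Compounds were titrated 92 nM to 58 uM; 60 min at room temperature.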
# MLL CXXC-DNA inh – qHTS Fluorescence Polarization Assay for Inhibitors of MLL CXXC domain - DNA interaction | MLL-CXXC / FITC-HOXA9 DNA fluorescence polarization | Histone-lysine N-methyltransferase 2A (Homo sapiens), Q03164 | Potency, µM (top dose mostly 115 µM), inactives show at the top dose activity change, negative = inhibition, most hits filed as inhibitors | 290,000 compounds, 0.037% hits; active means well fitted inhibition curve with a large enough effect in the polarisation, with a control signal flat, not every such curve was filed as active; inconclusive means small, poorly fitted or top-dose-only effect, or effect the other way, or a change in a side signal; inactive means no such curve, though single readings can be large or run the other way; the % refers to the polarisation; further: potency means the concentration at half of the fitted maximal effect
#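 Steps: dispense CXXC domain solution (7 uM) → pin compounds or unlabeled HOX-A9 DNA control → 5 min ambient → add FLSN-HOX-A9 solution (50 nM) → spin → 30 min ambient → fluorescence polarization. Tris pH 7.5/NaCl/DTT/BSA buffer.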
# TSHR antag – Antagonists of the Thyroid Stimulating Hormone Receptor: HTS campaign; activity change, negative = inhibition, % at 11.5 µM; Thyrotropin receptor (Homo sapiens), P16473; 330,000 compounds, 0.2% hits; TSHR-expressing cells, TSH-stimulated cAMP HTRF, 2 h; active compounds read low;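 active means activity change below a set negative limit, meaning inhibition stronger than a set level, cut at about -70% in these data; inconclusive means activity change between two set negative limits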; further: on the % scale 0 is the no-effect control and ±100 the full control effect
#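 Inhibition of cAMP made by TSHR-expressing cells under TSH stimulation (4nM final, EC80; 2 h, 37 deg C) is quantified with a one-step lysis HTRF kit, anti-cAMP cryptate versus cAMP-d2.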
# AT treatment – qHTS Assay for Identifying a Potential Treatment of Ataxia-Telangiectasia | […] A-T fibroblasts, KAP-1 phosphorylation AlphaLISA; neocarzinostatin DNA damage 30 min before lysis | Potency, µM (top dose mostly 57.5 µM), without a hit: at the highest dose activation, actives largely listed as activators | 320,000 compounds, 0.19% hits | AID 485349, 2010; further: potency means the concentration at half of the fitted maximal effect; % of control where 0% means no effect; nearly all actives have a fitted effect of over 45% in size
#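 hTERT-immortalized A-T patient fibroblasts ([…]), 500 cells/well in OPTI-MEM, 1% FBS, got compounds for 60 min, then NCS for 30 min at 37C. Lysates were then assayed for phospho-KAP-1 by AlphaLISA (anti-pKAP1 donor, anti-KAP1 acceptor beads), 6 hr at 25C.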
# PTAP TSG101 blk – qHTS Assay for Iinhibitors of HIV-1 Budding by Blocking the Interaction of PTAP/TSG101; AID 493005, 2010; 340,000 tested, under 10 active; Fluorescence polarization, FITC-PTAP peptide / Tsg101 binding; Tumor susceptibility gene 101 protein (Homo sapiens), Q99816; Potency, µM (doses to about 115 µM), for inactives: at the highest dose activity change, negative = inhibition, most hits filed as inhibitors; active means well fitted inhibition curve with a large enough effect in the main read-out, with a control signal flat, not every such curve was filed as active; inconclusive means small, poorly fitted or top-dose-only effect, or effect the other way, or a change in a side signal; inactive means no such curve, though single readings can be large or run the other way; further: potency means the concentration at half of the fitted maximal effect; % of control where 0% means no effect
# Target sequence (Q99816 whole entry, looked up): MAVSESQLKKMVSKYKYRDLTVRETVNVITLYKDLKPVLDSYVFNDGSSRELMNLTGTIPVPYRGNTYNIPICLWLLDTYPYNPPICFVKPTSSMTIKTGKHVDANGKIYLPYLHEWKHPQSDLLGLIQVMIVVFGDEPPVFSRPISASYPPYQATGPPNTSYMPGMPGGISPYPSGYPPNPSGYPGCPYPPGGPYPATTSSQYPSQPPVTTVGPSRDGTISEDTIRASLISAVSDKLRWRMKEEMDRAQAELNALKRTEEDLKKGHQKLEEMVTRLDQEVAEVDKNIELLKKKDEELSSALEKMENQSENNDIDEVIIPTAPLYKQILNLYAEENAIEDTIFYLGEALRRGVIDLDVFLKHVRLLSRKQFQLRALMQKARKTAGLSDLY
#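 FP read-out: FITC-PTAP peptide, 50 nM final, binding Tsg101 binding domain, 10 uM final; 20 min, r.t.; 10 mM HEPES pH 7.5, 0.15 M NaCl, 0.01% Tween 20, 3 mM EDTA, 0.1 mM TCEP.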
# Menin-MLL TR inh – qHTS Assay for Inhibitors Targeting the Menin-MLL Interaction in MLL Related Leukemias: Competition With Texas Red Labeled MLL-derived Mutant Peptide. 270,000 compounds, 0.23% hits. O00255. Potency, µM (series often up to 61.6 µM), without a hit: at the top dose FP activity change, negative = inhibition, hits mostly inhibitors. AID 1768, 2009. Menin + Texas Red MLL mutant peptide, fluorescence polarization; active means well fitted inhibition curve with a large enough effect in the polarisation, with a control signal flat, not every such curve was filed as active; inconclusive means small, poorly fitted or top-dose-only effect, or effect the other way, or a change in a side signal; inactive means no such curve, though single readings can be large or run the other way; the % refers to the polarisation; further: potency means the concentration at half of the fitted maximal effect; % of control where 0% means no effect; many of its hits are not listed in these tables
# Target sequence (O00255 whole entry, looked up): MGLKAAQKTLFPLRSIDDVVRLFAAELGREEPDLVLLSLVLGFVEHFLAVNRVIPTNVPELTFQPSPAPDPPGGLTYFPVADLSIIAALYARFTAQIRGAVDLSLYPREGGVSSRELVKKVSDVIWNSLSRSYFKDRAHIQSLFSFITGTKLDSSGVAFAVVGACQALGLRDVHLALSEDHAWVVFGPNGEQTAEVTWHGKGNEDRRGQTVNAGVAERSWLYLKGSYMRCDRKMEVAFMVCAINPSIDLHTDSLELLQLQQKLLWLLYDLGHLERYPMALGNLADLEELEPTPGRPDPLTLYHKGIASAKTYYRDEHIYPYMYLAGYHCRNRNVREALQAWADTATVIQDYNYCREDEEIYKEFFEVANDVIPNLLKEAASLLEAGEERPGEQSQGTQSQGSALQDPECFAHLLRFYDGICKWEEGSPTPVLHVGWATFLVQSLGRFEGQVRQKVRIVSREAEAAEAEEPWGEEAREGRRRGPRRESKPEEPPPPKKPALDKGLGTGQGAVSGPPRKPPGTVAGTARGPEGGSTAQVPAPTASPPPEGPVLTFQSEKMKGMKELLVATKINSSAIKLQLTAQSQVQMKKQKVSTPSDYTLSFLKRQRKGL
# * = called active by the depositor; i = inactive; ? = inconclusive; / = not tested or not shown; [ ] = remark or other dose. Unless noted, the call rests on the fitted dose curve; in most records, active means well fitted curve in the direction sought with a large enough effect; inconclusive means small, poorly fitted or top-dose-only effect, or another doubt; inactive means no such curve, though single readings can be large; an effect the other way counts as inactive or inconclusive. These rows are one share of the data, so the mix of outcomes need not match the whole.
SMILES,a7 integrin act,Mito fusion act,TCR activator,ASM inhibitor,MBNL1 CUG block,MLL CXXC-DNA inh,TSHR antag,AT treatment,PTAP TSG101 blk,Menin-MLL TR inh
O=C(c1cccc(Cl)c1)N1CCN(Cc2c[nH]c3ccccc23)CC1,1%,11%,3%,-2%,-3%,-1%,-1,7%,0%,17%
COc1ccc(/C=C/CN2CCCC(C(=O)c3cc(F)ccc3F)C2)cc1 (centres undefined),-20%,-4%,4%,-4%,0%,2%,0,-4%,1%,-8%
CCCC/C(O)=N\S(=O)(=O)c1ccc(N=NN(C)C)cc1,-18%,1%,1%[46.1 µM],0%,20%,4%,6,5%,-6%,18%
COc1ccc(NC(=O)CN(C)C(=O)c2cccc(-n3cccc3)c2)cc1,8%,8%,-2%,0%,/,/,9,2%,-6%,/
COc1ccc(NC(=S)N2CCC(c3ccc(C)cc3)C2)cc1 (centres undefined),-25%,-5%,2%,0%,-5%,11%,-4,-6%,1%,?
COc1cccc(N=CC2=C(O)CCCC2=O)c1,19%,-1%,2%,2%,/,11%,6,0%,-3%,5%
CCCN(Cc1ccccc1)S(=O)(=O)c1ccc(N2C(=O)CCC2=O)cc1,26%,-4%,1%,-2%,-4%,-2%,1,4%,-3%,10%
Cc1occc1C(=O)Nc1cc(C(C)(C)C)on1,16%,-4%,4%,-2%,-6%,12%,22,-4%,-3%,4%
COc1cccc(NC(=O)C(c2ccccc2)N2CCCC2)c1 (centres undefined),11%,2%,/,5%,-14%,-1%,8,1%,-2%,-8%
CC(=O)OC(C#CCN1CCOCC1)c1ccccc1 (centres undefined),13%,-1%,-7%,4%,-1%,0%,/,/,-3%,31%[activator]
Cc1nnc(SCC(=O)NCC(=O)Nc2ccc(F)c(F)c2F)n1Cc1ccccc1,3%,0%,-3%,-1%,-9%,4%,9,12%,-1%,-22%
Cn1nc(C(F)(F)F)c(-c2ccc(Br)cc2)c1NC(=O)C1CCC1C(=O)O (centres undefined),14%,-4%,-4%,1%,-9%,-15%,-2,6%,-9%,/
COc1ccc(S(=O)(=O)N/N=C\c2ccc([N+](=O)[O-])o2)c(OC)c1,0%,-1%,-1%,-3%,-1%,-14%,9,0%,1%,/
COCc1c(C(=O)OC/C(O)=C(\C#N)c2nc3ccccc3[nH]2)oc2ccccc12,-4%,-3%,1%,7%,-1%,8%,-8,0%,-2%,?
COn1c(=O)c(-c2ccc(Cl)cc2)[n+]([O-])c2ccccc21,-26%,6%,-2%,31%[activator],?,18%,15,-1%,0%,3%
Cc1cc(C)cc(-n2nnc(C(=O)NCc3ccccc3Cl)c2N)c1,?,2%,/,-2%,4%,31%[activator],-17,-1%,-6%,/
COc1ccc(OC)c(NC(=O)COC(=O)C2CCN(C(=O)c3ccc(Cl)cc3)CC2)c1,1%,2%,1%,-5%,-1%,2%,25,0%,-2%,-9%
CC(C)CC(=O)NCCCN1CCN(CCCNC(=O)CC(C)C)CC1,2%,-2%,-2%[46.1 µM],-3%,?,-1%,17,/,0%,2%
Cc1cc(SCC(=O)c2ccccc2)n2nc(C)nc2n1,-15%,6%,-4%[46.1 µM],0%,-8%,-3%,10,-1%,0%,1%
CCCC[n+]1c2ccccc2cc2ccccc21,-54%[inhibitor],-22%,1%,i,17%,2%,1,?,-7%,/
Cc1ccc(S(=O)(=O)N2CCCC2C(=O)Nc2ccc(O)cc2)cc1 (centres undefined),-12%,-1%,1%[46.1 µM],0%,1%,1%,-2,0%,0%,6%
COc1ccc(-n2nc(C(=O)NCC(=O)N3CCN(c4ccccn4)CC3)c3ccccc3c2=O)cc1,8%,3%,-1%,-2%,22%,0%,-1,-5%,-8%,?
Cc1ccc(-n2c(SCC(N)=O)nnc2-c2ccccn2)cc1C,6%,-9%,-1%,7%,11%,6%,-1,8%,-14%,-5%
Cc1noc(C)c1C(=O)N1CCN(c2ccccc2O)CC1,-9%,-5%,3%,2%,/,/,-6,-4%,2%,/
CCOC(=O)c1sc2nc(CC(=O)OC)nc(NCc3ccc(Cl)cc3)c2c1C,-8%[7.66 µM],-1%,/,-18%,-12%,5%,-26,-7%,-2%,-2%
Cc1noc(C)c1NC(=O)N(C)C[C@H]1Oc2ccc(NS(=O)(=O)c3c(C)noc3C)cc2C(=O)N([C@H](C)CO)C[C@@H]1C,19%,/,0%,-3%,/,/,5,5%,0%,/
CCOc1ccc(NS(=O)(=O)c2ccc(C(=O)N(C)CC(=O)Nc3ccc(C)cc3)cc2)cc1,-6%,-5%,-7%,-11%,/,/,0,-7%,1%,/
CCC(C(=O)OCC(=O)Nc1ccc(C(N)=O)cc1)c1ccccc1 (centres undefined),-4%,1%,10%,-2%,/,-2%,-4,1%,-3%,-2%
Cc1ccc2c(c1)N(C(=O)CCC(=O)NC1CCCCCC1)CCO2,25%,4%,2%,0%,-8%,/,-2,5%,1%,?
CCNC(=S)NN=C1c2ccccc2-c2ccccc21,20%,-1%,0%,-14%,/,4%,-2,2%,0%,?
CC(C)c1ccc(S(=O)(=O)Nc2ccc(O)c(Sc3ncn[nH]3)c2)cc1,-6%,0%,4%,1%,-9%,5%,2,6%,10%,/
CN(C)C=Nc1nc2ccccc2nc1N1CCCC1,16%,-7%,-2%,/,19%,?,4,6%,1%,19%
O=C(NC1CCCCC1)C(c1cccnc1)N(C(=O)c1csnn1)c1ccccc1 (centres undefined),46%,-1%,3%,4%,-2%,-4%,-29,11%,0%,-10%
CCn1c(=N)n(CC(=O)c2ccc(OC)cc2)c2ccccc21,-28%,-4%,2%,1%,6%,2%,-6,0%,-5%,3%
COc1ccccc1-c1oc2ccccc2c1C#CC1(N)CCCCC1,-43%,-12%,-4%,-12%,/,/,21,2%,0%,/
O=C(COCc1nc2ccccc2c(=O)[nH]1)NC1CCCC1,0%[7.66 µM],1%,1%,5%,-1%,1%,10,-9%,-7%,3%
COc1nc(N(C)S(=O)(=O)c2ccc(C)cc2)nc(C)c1Br,25%,0%,-2%,-9%,-1%,1%,-13,-2%,-10%,?
COC(=O)Cc1c(C)nc2nc[nH]n2c1=O,1%,3%,-1%,5%,-22%,-3%,26,6%,-8%,-4%
COc1cccc(N=C(N)N)c1,?,-3%,0%,3%,-8%,0%,3,-3%,-6%,-11%
Cc1ccc(S(=O)(=O)N2CCN(C(=O)COC(=O)c3ccccn3)CC2)c(C)c1,-12%,-3%,2%,/,/,/,2,-6%,0%,/
COc1cc(/C=C/C(=O)Nc2ccc(C(C)=O)cc2)cc(OC)c1OC,17%,8%,4%[46.1 µM],-2%,?,-5%,5,-17%,-3%,?
COc1cccc(N/C=C/C(=O)c2ccc(C)cc2)c1,57%,3%,/,32%[activator],?,13%,-16,4%,0%,27%
CCOC(=O)C1=C(O)/C(=C/c2ccc(-c3ccccc3C(=O)O)o2)SC1=Nc1ccc(OC)cc1,-3%,-2%,3%,11%,?,-2%,-8,-3%,-5%,?
COc1nc(Oc2ccc(C(=O)OCC(N)=O)cc2)nc(N(C)C)n1,-15%,-4%,-4%,3%,1%,-10%,1,0%,-7%,0%
Cc1cccc(NC(=O)C[n+]2ccc(N(C)C)cc2)c1,-32%,-6%,-1%,0%,-12%,-3%,15,2%,-8%,4%
CN(Cc1ccc(F)cc1)Cc1nc(-c2cnccn2)no1,0%,3%,-6%,-2%,-4%,-4%,10,2%,0%,5%
CCc1cccc(N=c2c([N+](=O)[O-])nn(-c3ccc4c(c3)OCCO4)n2O)c1,0%,-5%,4%,-15%,?,-12%,-6,-12%,-1%,?
CCOC(=O)C(CCCOc1cccc(OC)c1)C(=O)OCC,-1%,0%,/,-1%,-7%,13%,3,5%,/,-6%
